Bioassay records from PubChem BioAssay.
PAFAH2 FP inh: PAFAH2 (human) inhibition | 0.99% of 340,000 active | AID 492956 | inhibition, % at 3.39 µM | recombinant PAFAH2, FP-rhodamine activity probe, fluorescence polarization;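 active means inhibition above the mean over all tested compounds plus 3 SD, cut at about 30% in these data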;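 further: inhibitors block probe labeling of enzyme so polarization drops; 0% = enzyme with DMSO and 100% = wells lacking PAFAH2 protein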
PAFAH1B3 FP inh: inhibitors of human PAFAH1B3; Q15102; recombinant PAFAH1B3, FP-rhodamine probe, fluorescence polarization; inhibition, % at 3.39 µM; 0.28% of 340,000 active; AID 492972;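 active means inhibition above the screen-wide average of all tested compounds plus 3 SD, cut at about 25% in these data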;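 further: 0% = enzyme with DMSO only and 100% = wells lacking PAFAH1B3 protein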
Target sequence (Q15102 whole entry, looked up): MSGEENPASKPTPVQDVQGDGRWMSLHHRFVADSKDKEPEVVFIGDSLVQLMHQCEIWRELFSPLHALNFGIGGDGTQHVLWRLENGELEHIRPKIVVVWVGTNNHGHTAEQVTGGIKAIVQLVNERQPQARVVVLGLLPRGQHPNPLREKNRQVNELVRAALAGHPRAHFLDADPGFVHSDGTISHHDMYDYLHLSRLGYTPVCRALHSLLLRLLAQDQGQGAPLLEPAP
PREPL inhibitor: human PREPL enzyme inhibition; Q4J6C6; recombinant PREPL, fluorescence polarization activity-based probe; inhibition, % at 5.96 µM; 0.68% of 320,000 active; AID 2751; in the data active means inhibition above about 43%;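 further: 0% = enzyme with DMSO and 100% = wells lacking enzyme; many of its hits are not listed in these tables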
Target sequence (Q4J6C6 whole entry, looked up): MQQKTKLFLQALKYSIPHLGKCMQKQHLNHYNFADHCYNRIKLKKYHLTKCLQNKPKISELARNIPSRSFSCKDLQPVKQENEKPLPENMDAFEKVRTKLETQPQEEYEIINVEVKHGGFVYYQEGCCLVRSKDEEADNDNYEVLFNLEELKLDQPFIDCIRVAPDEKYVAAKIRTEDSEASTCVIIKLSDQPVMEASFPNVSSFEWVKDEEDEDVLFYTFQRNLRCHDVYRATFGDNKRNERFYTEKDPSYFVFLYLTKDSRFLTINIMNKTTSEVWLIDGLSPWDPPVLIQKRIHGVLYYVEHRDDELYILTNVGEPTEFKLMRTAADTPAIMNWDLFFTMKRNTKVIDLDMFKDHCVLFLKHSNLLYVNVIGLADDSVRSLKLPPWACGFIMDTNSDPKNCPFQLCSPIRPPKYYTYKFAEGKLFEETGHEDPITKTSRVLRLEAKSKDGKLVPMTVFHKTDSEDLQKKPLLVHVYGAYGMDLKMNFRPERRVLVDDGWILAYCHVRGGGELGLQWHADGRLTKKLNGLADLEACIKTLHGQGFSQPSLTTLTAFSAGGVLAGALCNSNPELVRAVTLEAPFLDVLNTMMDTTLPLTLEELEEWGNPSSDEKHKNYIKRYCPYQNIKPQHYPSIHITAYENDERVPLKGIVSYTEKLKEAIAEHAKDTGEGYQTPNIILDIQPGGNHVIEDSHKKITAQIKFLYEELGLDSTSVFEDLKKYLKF
PAD4 FP inh: PAD4 (human) enzyme inhibition; 0.41% of 330,000 active; inhibition, % at 6.36 µM; recombinant PAD4, RCA probe fluorescence polarization;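 active means percent inhibition above a cutoff equal to the mean of all tested compounds plus 3 SD, cut at about 15% in these data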;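 further: 0% = PAD4 with RCA probe and DMSO and 100% = probe without PAD4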
* = called active by the depositor; x = not tested or not shown. Some of the compounds tested; count on the stated rates, not on these rows.

SMILES	PAFAH2 FP inh	PAFAH1B3 FP inh	PREPL inhibitor	PAD4 FP inh
CC(C)CC1NC(=O)c2ccccc2-n2c1nc1ccc(Cl)cc1c2=O (configuration not stated)	x	x	-8	0
O=C1NC(Cc2ccc(O)cc2)c2nc3ccccc3c(=O)n2-c2cc(Cl)ccc21 (configuration not stated)	x	x	-3	2
Cc1ccc2c(c1)-n1c(nc3ccc(C)cc3c1=O)C(Cc1ccccc1)NC2=O (configuration not stated)	x	x	22	-1
O=C(COC(=O)CNC(=O)C1CCCCC1)Nc1ccccc1	x	x	13	1
Cc1cnc(NC(=O)c2cc(S(=O)(=O)N(C)C)ccc2N2CCCC2)s1	x	x	9	0
CCn1c(CCl)nc2cc(S(=O)(=O)N3CCOCC3)ccc21	x	x	5	-1
CCOC(=O)[C@H]1[C@H]2COc3cc(OC)ccc3[C@@H]2N2C(=O)[C@@H](CO)NC(=O)[C@@]12C	x	x	3	0
O=C(COC(=O)c1cncc(Br)c1)NC12CC3CC(CC(C3)C1)C2	x	x	13	1
Cc1ccc2c(c1)-n1c(nc3ccccc3c1=O)C(Cc1ccccc1)NC2=O (configuration not stated)	x	x	30	-3
Cc1ccc2c(c1)-n1c(nc3ccc(Cl)cc3c1=O)C(CC(C)C)NC2=O (configuration not stated)	x	x	9	0
O=C(COC(=O)c1ccccc1Br)NCC1CCCCC1	x	x	29	4
CC(C)CC1NC(=O)c2cc(Cl)ccc2-n2c1nc1cc(F)ccc1c2=O (configuration not stated)	x	x	3	-7
O=C(COc1ccc2ccc(=O)oc2c1)NC1CCS(=O)(=O)C1 (configuration not stated)	x	x	-10	0
NC(=O)c1ccsc1NC(=O)CSc1n[nH]c(N)n1	x	x	1	-6
C=C1/C=C(\C)[C@](C)(O)C[C@H](O)CC(=O)[C@H](O)[C@@H](O)[C@H](C)C[C@H](C)OC(=O)/C(C)=C/CC/C=C/[C@@H]2O[C@H]2C[C@H](C)C1	x	x	9	1
O=C(NCC(c1ccco1)N1CCCCC1)c1ccc([N+](=O)[O-])s1 (configuration not stated)	x	x	18	-10
O=C(Nc1cc2c(cc1[N+](=O)[O-])OCCO2)c1cccnc1	x	x	11	1
Cc1ccc2nc3n(c(=O)c2c1)-c1ccccc1C(=O)NC3Cc1ccc(O)cc1 (configuration not stated)	x	x	-3	-1
Cc1ccc2c(c1)-n1c(nc3cc(C)ccc3c1=O)C(Cc1ccccc1)NC2=O (configuration not stated)	x	x	6	-1
O=C(NCc1cc(C(F)(F)F)ccc1Cl)c1cccc2c1C(=O)c1ccc(Cl)cc1S2(=O)=O	x	x	-2	2
O=C(OCc1ccccc1)c1ccccc1O	x	x	10	1
CC(C)CC1NC(=O)c2ccc(Cl)cc2-n2c1nc1ccc(F)cc1c2=O (configuration not stated)	x	x	7	-1
Cc1ccc2c(c1)-n1c(nc3ccc(C)cc3c1=O)C(Cc1ccc(O)cc1)NC2=O (configuration not stated)	x	x	12	-2
Cc1cc(C(=O)COc2ccc(C#N)cc2)c(C)n1CC1CCCO1 (configuration not stated)	x	x	4	-4
COc1ccc2nc3n(c(=O)c2c1)-c1cc(C)ccc1C(=O)NC3Cc1ccc(O)cc1 (configuration not stated)	x	x	12	7
O=C1NC(Cc2ccc(O)cc2)c2nc3cc(F)ccc3c(=O)n2-c2cc(Cl)ccc21 (configuration not stated)	x	x	2	-4
CCOC(=O)C1CC(CN2C(=O)c3ccccc3C2=O)OC1=O (configuration not stated)	-3	1	x	x
CC(C)C(NC(=O)c1ccccc1F)C(=O)NCc1ccc(S(=O)(=O)N2CCOCC2)cc1 (configuration not stated)	3	-1	x	x
O=C(O)COc1ccc(Cl)cc1C1CCCCC1	5	9	x	x
C[C@]12CC[C@H](O)CC1=C[C@H](O)C1C2CC[C@@]2(C)C1CC[C@@]2(O)C#Cc1ccc(CN)cc1 (some centres not stated)	1	-6	x	x
Cc1ccc(C)c(OCCC(=O)OCc2csc(CC(=O)Nc3ccccc3C)n2)c1	-5	-3	x	x
Cc1ccc(C(c2ccc(C)c(C)c2)C(O)C2OC(=O)C(O)C2O)cc1C (configuration not stated)	2	7	x	x
Cc1nc(-c2ccc(F)cc2)c(CC(=O)N(C)CC(=O)Nc2c(C)cccc2C)s1	0	3	x	x
OC1COCOC1C(O)C1OCOCC1O (configuration not stated)	1	4	x	x
Nn1c(Cc2ccccc2)nnc1Cc1ccccc1	7	4	x	x
Oc1ccc(N2CCN(c3ncnc4sc(-c5ccccc5)cc34)CC2)cc1	16	6	x	x
CN1CCN(C(=O)c2ccc(CNS(=O)(=O)c3cccc(Cl)c3)cc2)CC1	2	-1	x	x
O=C(O)C(c1ccccc1)N1C(=O)/C(=C\c2ccc(-c3ccc(Br)cc3)o2)SC1=S (configuration not stated)	29	5	x	x
O=C(Nc1ccccc1O)c1ccc2c(c1)C(=O)N(Cc1ccco1)C2=O	-9	0	x	x
CCCn1c2ccccc2c2cnn(CC(=O)NCCCOC)c(=O)c21	0	6	x	x
CC(C)CCN1C(=O)c2ccc(C(=O)Nc3cc(C(=O)O)cc(C(=O)O)c3)cc2C1=O	6	6	x	x
COc1ccc(N2CCN(C(=O)c3cc(S(=O)(=O)N4CCCCCC4)ccc3OC)CC2)cc1	18	2	x	x
Cn1c(=O)c2[nH]c(=O)[nH]c2n(C)c1=O	-2	14	x	x
C/C(Cc1ccccc1)=N\NC(=O)c1ccccn1	-2	2	x	x
Cn1c(-c2c(N)n(CCCc3ccccc3)c3nc4ccccc4nc23)nc2ccccc21	-3	0	x	x
CN(C)CCC(O)(c1ccccc1)c1ccccc1Cl (configuration not stated)	8	3	x	x
O=C(c1ccc2c(=O)n3c(nc2c1)CCC3)N1CCN(S(=O)(=O)c2ccccc2Br)CC1	6	12	x	x
CCN(CCc1ccccc1)c1ccc2c(c1)C1CC2CCN1C(=O)OCc1ccccc1 (configuration not stated)	-10	6	x	x
CCOc1ccc(C(C(=O)NCC2CCCO2)N(CCc2cccc(C)c2)C(=O)c2snc(C(N)=O)c2N)cc1 (configuration not stated)	-1	2	x	x
CN(CCc1cn[nH]c1)C(=O)C1CCC(=O)N(CC2CCCCC2)C1 (configuration not stated)	5	2	x	x
Cc1cc2c(=Cc3ccc(N(C)C)cc3)c3ccccc3n2[n+]1C	-17	-7	x	x
CCC(=O)OCOc1ccc(/C=C2/CCC(CN(C)C)C2=O)cc1 (configuration not stated)	2	-1	x	x
COc1ccc(S(=O)(=O)N2CCCC2=O)cc1N(C)S(C)(=O)=O	4	5	x	x
Cc1n[nH]c(C)c1S(=O)(=O)N1CCN(S(=O)(=O)c2cccc(F)c2)CC1	-4	1	x	x
C=CS(=O)(=O)c1c2cc(OC)ccc2nc2ccc(OC)cc12	11	8	x	x
O=[N+]([O-])c1cc(-c2cccnc2)n[nH]1	1	5	x	x
CCOC(=O)c1cnc2c(c(C)nn2-c2ccc(C)cc2)c1Cl	-1	3	x	x
COc1cc(OC)c(C(=O)Nc2cc(S(=O)(=O)N3CCOCC3)ccc2N2CCN(C)CC2)cc1OC	-2	9	x	x
COc1ccccc1/C=C/C(=O)OCC(=O)Nc1nnc(-c2ccccc2)o1	4	5	x	x
CCn1c2ccc(F)cc2c2nnc(SCCN3CCCCC3)nc21	6	4	x	x

Other structures:
SMILES	PAFAH2 FP inh	PAFAH1B3 FP inh	PREPL inhibitor	PAD4 FP inh
Cc1cc(NC(=O)CCN2CC(C)OC(C)C2)ccc1Br (configuration not stated)	-7	0	x	x
OCC1OCOC2C(CO)OCOC12 (configuration not stated)	-5	15	x	x
O=C(O)C1CCCCC1C(=O)Nc1ccc(S(=O)(=O)N2CCOCC2)cc1 (configuration not stated)	2	6	x	x
CCOc1ccc(S(=O)(=O)NCCC(=O)NCC(c2ccccc2OC)N2CCCC2)cc1 (configuration not stated)	-4	7	x	x
Cc1ccc(C(=O)N2CCc3ccccc32)cc1C	-1	7	x	x
COc1ccc(CCN2CC(C(=O)NCc3cc(C(C)C)no3)CCC2=O)cc1 (configuration not stated)	-8	13	x	x
C[C@@H](NCCCn1ccc(NC(=O)OCc2ccccc2)nc1=O)c1cccc2ccccc12	3	9	x	x
COc1ccc(Cl)cc1-n1c(=S)sc2c(=O)[nH]c(SCC(=O)NCCC(C)C)nc21	13	2	x	x
COc1ccc(C(=O)N2CC(=O)Nc3ccc(F)cc3C2c2ccccc2)cc1 (configuration not stated)	-1	8	x	x
O=C(CCl)N=c1sccn1Cc1cccc2ccccc12	2	9	x	x
CCN(CC)CCn1c2c(c(SCC(=O)Nc3cccc(C(C)=O)c3)nc1=O)CCCC2	-1	-6	x	x
C=CCn1c(C)nnc1SCC(=O)c1c(N)n(C2CC2)c(=O)[nH]c1=O	8	8	x	x
O=C(NOCc1ccccc1)OCc1ccccc1	17	2	x	x
CCOC(=O)[C@@H](C)N(C(=O)OC(C)(C)C)S(=O)(=O)N(Cc1ccccc1)[C@H](C(=O)OC)C(C)C	-5	2	x	x
O=S(=O)(NCc1ccccc1)c1ccc(Br)s1	-4	-4	x	x

Part of the list above, set out differently:
The line under a structure holds: PAFAH2 FP inh	PAFAH1B3 FP inh	PREPL inhibitor	PAD4 FP inh
CC(C)CC1NC(=O)c2ccc(Cl)cc2-n2c1nc1ccc(F)cc1c2=O (configuration not stated)
  x	x	7	-1
Cc1ccc2c(c1)-n1c(nc3ccc(C)cc3c1=O)C(Cc1ccc(O)cc1)NC2=O (configuration not stated)
  x	x	12	-2
Cc1cc(C(=O)COc2ccc(C#N)cc2)c(C)n1CC1CCCO1 (configuration not stated)
  x	x	4	-4
COc1ccc2nc3n(c(=O)c2c1)-c1cc(C)ccc1C(=O)NC3Cc1ccc(O)cc1 (configuration not stated)
  x	x	12	7
O=C1NC(Cc2ccc(O)cc2)c2nc3cc(F)ccc3c(=O)n2-c2cc(Cl)ccc21 (configuration not stated)
  x	x	2	-4
CCOC(=O)C1CC(CN2C(=O)c3ccccc3C2=O)OC1=O (configuration not stated)
  -3	1	x	x
CC(C)C(NC(=O)c1ccccc1F)C(=O)NCc1ccc(S(=O)(=O)N2CCOCC2)cc1 (configuration not stated)
  3	-1	x	x

(continued)
SMILES	PAFAH2 FP inh	PAFAH1B3 FP inh	PREPL inhibitor	PAD4 FP inh
Cc1onc(-c2ccccc2Cl)c1C(=O)N1CCC(C(N)=O)CC1	2	-8	x	x
CCN(C(=O)COC(=O)c1cccc(C)c1[N+](=O)[O-])c1c(N)n(Cc2ccccc2)c(=O)[nH]c1=O	4	4	x	x
CCN(CC(=O)NCc1ccc(F)cc1)C(=O)/C=C/c1cc(OC)ccc1OC	-2	13	x	x
O=C1CCCc2c1oc1c2CCCC1	2	10	x	x
Cc1cc(C(=O)COC(=O)Cc2n[nH]c(=O)c3ccccc23)c(C)n1CC(F)(F)F	4	-4	x	x
O=C(O)C1C2CCC(C2)C1C(=O)Nc1cccc([N+](=O)[O-])c1 (configuration not stated)	-7	1	x	x
NC(=Nc1ccccc1)N(c1ccccc1)c1ccccc1	-9	0	x	x
CCNc1nc(C)nc2c1cnn2C	-3	7	x	x
Cc1nnc(SCC2=C(C(=O)O)N3C(=O)C(NC(=O)COc4ccccc4)C3SC2)s1 (configuration not stated)	13	-5	x	x
Nc1cc(-c2ccc(Br)cc2)nn1Cc1ccccc1	6	-3	x	x
CCCCNc1ncnc2[nH]ncc12	2	0	x	x
COCCn1nnnc1C(c1ccc(C)cc1)N1CCN(Cc2ccc3c(c2)OCO3)CC1 (configuration not stated)	3	5	x	x
Nc1nccc(SCc2ccc(Cl)cc2Cl)n1	7	4	x	x
O=C(/C=C/c1ccc(S(=O)(=O)N2CCOCC2)cc1)N1CCCCC1	0	8	x	x
O=C(Nc1ccccc1)Nn1cnnc1	0	7	x	x

2 compounds picked at random from the list so far:
SMILES	PAFAH2 FP inh	PAFAH1B3 FP inh	PREPL inhibitor	PAD4 FP inh
Cn1c(=O)c2[nH]c(=O)[nH]c2n(C)c1=O	-2	14	x	x
Cc1ccc2c(c1)-n1c(nc3ccc(C)cc3c1=O)C(Cc1ccccc1)NC2=O (configuration not stated)	x	x	22	-1

Going on with the list:
SMILES	PAFAH2 FP inh	PAFAH1B3 FP inh	PREPL inhibitor	PAD4 FP inh
CCNC(=O)NC1(C(=O)N2CCC(Cc3ccccc3)CC2)CCCCC1	4	8	x	x
Fc1ccccc1CSc1ncnc2c1ncn2C1CCCO1 (configuration not stated)	5	6	x	x
CC(=O)c1cnc2nc(SCc3ccccc3C)nn2c1C	-3	1	x	x
CN1C(=O)/C(=C/c2cn(CC(=O)N3CCCCC3)c3ccccc23)NC1=S	0	-2	x	x
COc1ccc(NC(=O)CN2CCN(CC(=O)Nc3ccc(F)cc3F)CC2)cc1	-1	-1	x	x
Cc1ccc(S(=O)(=O)N2CCN(C(=O)COC(=O)c3nc(Cl)ccc3Cl)CC2)c(C)c1	3	1	x	x
Cc1ccc(NCSc2ccc(Cl)cc2)cc1	2	2	x	x
O=c1[nH]c(=S)[nH]cc1Oc1ccccc1	-5	5	x	x
CCN(CC(=O)Nc1c(F)cccc1F)C(=O)C1CCN(S(=O)(=O)c2ccccc2C(=O)OC)CC1	3	-2	x	x
c1ccc2c(c1)-c1ccccc1C2N1CCOCC1	-2	0	x	x
COC(=O)c1ccc2nc3c(cc2c1)[C@@H]1CCN2C(=O)CCC[C@H](C3)[C@H]12	3	7	x	x
Cc1ccc(C)c(C(C)NC(=S)NC2CCCCC2)c1 (configuration not stated)	7	5	x	x
CCOCCCn1c(SCC(=O)Nc2ccc(NC(C)=O)cc2)nc2ccccc2c1=O	-3	6	x	x
O=C(OC(c1ccccc1)c1nccc2ccccc12)c1ccccc1 (configuration not stated)	1	5	x	x
